GRK2 inh: compounds blocking aptamer binding on GRK2 – biochemical, human GRK2, bead flow cytometry, HTS, primary screen; Beta-adrenergic receptor kinase 1 (Homo sapiens), P25098; FAM-aptamer displacement from GRK2; 330,000 tested, 0.59% active; AID 488847, 2010; inhibition of aptamer binding, % at 10 µM;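 active = inhibition of aptamer binding above 40%, roughly 3 SD of noise, on plates passing a quality check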;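 note: median bead fluorescence of bound FAM aptamer so fluorescent compounds give negative values; no value below 0 was filed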
core dimer inh: inhibitors of HCV core protein dimerization, primary screen, biochemical, TR-FRET, high-throughput. inhibition, % at 5 µM. AID 1899, 2009. 300,000 tested, 0.33% active. TR-FRET GST/Flag-core106 dimerization, 1536-well;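 active = inhibition above the mean of all tested compounds plus 3 SD, set per screening campaign, cut at about 45% in these data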
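Assay system: GST-tagged and Flag-tagged HCV core protein residues 1-106 / Times: compound-protein-antibody incubation 4 h at 22.5 °C / Signal: time-resolved FRET, ex 340 nm, em 617 and 671 nm / Evaluation: % inhibition based on acceptor/donor emission ratio / Benchmarks: wells lacking GST-core106 and wells with excess unlabelled core106 / Repeats: singlicate, one well per compound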
VLA-4 inh: inhibition in human VLA-4 binding assay, primary screen, VLA-4 allosteric modulator project, MLPCN library, flow cytometry, VLA-4 expressing cells. AID 2557, 2010. 330,000 tested, 0.2% active. ligand binding flow cytometry. inhibition, % (about 7 µM as worked out from the volumes in the protocol). Integrin alpha-4 (Homo sapiens), P13612; in the data active = inhibition above about 50%
PP5 primary: PP5 phosphatase inhibitors, primary screen, biochemical, fluorescence | purified PP5c, OMFP substrate fluorescence | inhibition, % at 6.7 µM | 320,000 tested, 0.18% active | AID 1987, 2009;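 active = inhibition above the campaign's mean inhibition across all tested compounds plus 3 SD, cut at about 9.5% in these data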;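 note: 0% = DMSO only and 100% = 100 µM cantharidin control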
proCasp3 act: activators of human procaspase-3 D3A mutant, primary screen, biochemical, absorbance, PC-3 D3A mutant, single concentration | recombinant procaspase-3 D3A, Ac-DEVD-pNA absorbance 405 nm | Caspase-3 (Homo sapiens), P42574 | 330,000 tested, 0.11% active | activation, % at 8.5 µM;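 active = activation above the mean of all tested compounds plus 3 SD, cut at about 21% in these data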;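 note: 0% = DMSO alone and 100% = DMSO wells spiked with extra 5 µM PC-3 D3A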
Target sequence (P42574 whole entry D9A/D28A/D175A): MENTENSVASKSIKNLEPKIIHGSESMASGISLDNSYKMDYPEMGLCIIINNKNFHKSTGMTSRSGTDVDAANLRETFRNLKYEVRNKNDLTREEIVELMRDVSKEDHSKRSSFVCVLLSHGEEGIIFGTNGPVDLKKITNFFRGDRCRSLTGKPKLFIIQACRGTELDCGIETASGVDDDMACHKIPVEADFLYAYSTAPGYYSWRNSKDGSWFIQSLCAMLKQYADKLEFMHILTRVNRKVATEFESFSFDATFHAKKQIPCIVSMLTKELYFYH
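Assay system: Autoprocessing-dead procaspase-3 D3A mutant enzyme; also added: Ac-DEVD-pNA; doses: one concentration, 8.5 µM nominal, 0.8% DMSO; times: 1 h compound preincubation, 2 h substrate hydrolysis at 25 °C; technique: 405 nm absorbance of p-nitroaniline, reads at 0 and 120 min; measure: % activation between DMSO and enzyme-spiked controls; repeats: single replicate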
PP1 counter: PP1-alpha phosphatase inhibitors, primary screen, counter-screen for PP5 inhibitor project, biochemical, fluorescence, OMFP substrate, single point. inhibition, % at 6.7 µM. purified PP1alpha. Serine/threonine-protein phosphatase PP1-alpha catalytic subunit (Homo sapiens), P62136. 320,000 tested, 0.9% active;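 active = inhibition above the mean inhibition of all tested compounds plus 3 SD, computed separately for each screening campaign, cut at about 15% in these data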
Target sequence (P62136 whole entry, looked up): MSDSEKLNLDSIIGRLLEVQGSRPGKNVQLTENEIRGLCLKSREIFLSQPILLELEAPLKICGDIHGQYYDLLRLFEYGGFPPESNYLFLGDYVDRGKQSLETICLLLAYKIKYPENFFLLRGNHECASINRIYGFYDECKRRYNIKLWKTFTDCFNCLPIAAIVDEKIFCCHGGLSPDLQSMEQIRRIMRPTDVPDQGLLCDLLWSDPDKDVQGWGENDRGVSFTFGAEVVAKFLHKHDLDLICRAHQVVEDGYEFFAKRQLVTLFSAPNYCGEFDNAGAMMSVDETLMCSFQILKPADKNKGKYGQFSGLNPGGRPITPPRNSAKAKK
proCasp7 act: procaspase-7 activators, primary screen, counter-screen for procaspase-3 activator project, biochemical, absorbance, HTS, human. recombinant procaspase-7, Ac-DEVD-pNA absorbance 405 nm; D23A/D198A/D206A triple mutant, cannot self-cleave; scale: DMSO 0, 5 µM enzyme 100. AID 463210, 2010. activation, % at 8.5 µM. Caspase-7 (Homo sapiens), P55210. 330,000 tested, 0.093% active;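 active = percent activation above the screen-wide mean plus 3 SD, cut at about 25% in these data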
Target sequence (P55210 whole entry D23A/D198A/D206A): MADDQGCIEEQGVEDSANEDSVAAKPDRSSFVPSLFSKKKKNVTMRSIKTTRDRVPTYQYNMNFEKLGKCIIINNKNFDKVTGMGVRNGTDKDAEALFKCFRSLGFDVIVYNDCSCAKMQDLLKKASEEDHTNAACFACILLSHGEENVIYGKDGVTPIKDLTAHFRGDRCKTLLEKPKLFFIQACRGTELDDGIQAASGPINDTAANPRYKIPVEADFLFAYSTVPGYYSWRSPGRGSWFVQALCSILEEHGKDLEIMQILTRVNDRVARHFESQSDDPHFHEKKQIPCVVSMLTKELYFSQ
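buffer or medium = Zinc-free HEPES/NaCl buffer, pH 7.4 | material = Procaspase-7 triple mutant (PC-7 D3A) | input = 2 µM procaspase-7 mutant as dispensed | signal = Epi-absorbance of released pNA at 405 nm, two timepoints | timing = 1 h preincubation, 2 h reaction | replicates = singlicate compound testing | evaluation = % activation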
JMJD2C inh: inhibitors of GASC-1 histone demethylase, primary screen, biochemical, fluorescence, DELFIA europium. Lysine-specific demethylase 4C (Homo sapiens), Q9H3R0. GST-JMJD2C(1-420) H3K9me3 demethylation. inhibition, % at 2.35 µM. 330,000 tested, 0.069% active. AID 2099, 2009;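 active = more than half of a compound's replicate wells show inhibition beyond 50%, single wells judged on their own value; inconclusive = some, but no more than half, of replicates pass 50% inhibition; inactive = no replicate passes 50% inhibition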;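 note: signal counts dimethyl H3K9 product captured on neutravidin plate; 0% = median of DMSO wells and 100% = 0.3 times that DMSO median; strong numbers were not always called active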
Fh CTSL1 inh: Fasciola hepatica cathepsin L1 inhibitors, primary screen, counter-screen for PFM18AAP inhibitor project, biochemical, QFRET, fluorogenic peptide substrate. recombinant F. hepatica cathepsin L1, Z-Leu-Arg-MCA fluorescence. inhibition, % at 5.96 µM. 300,000 tested, 0.49% active. AID 1906, 2009;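 active = inhibition above the mean of all tested compounds plus 3 SD, set per screening campaign, cut at about 17% in these data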;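 note: 0% = plate median of test compound wells and 100% = 1 µM Z-Phe-Ala-diazomethylketone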
Numbers without * were called inactive; u = inconclusive; x = no result given.

Second line of a record: core dimer inh	proCasp3 act	PP1 counter	PP5 primary	proCasp7 act	GRK2 inh	JMJD2C inh	Fh CTSL1 inh	VLA-4 inh
O=S(=O)(Nc1cc(Sc2cccc3cccnc23)c(O)c2ccccc12)c1ccc(F)cc1
    -3	-12	-2	-0.9	-12	42*	21	-1	1
O=C(Nc1cc(C(F)(F)F)ccc1N1CCOCC1)c1ccco1
    -4	-2	5	1.7	2	0	0	-3	3
O=c1oc2ccc(NS(=O)(=O)c3cccc4cccnc34)cc2s1
    9	-19	3	2.3	-26	1	4	-2	7
CCCc1nnc(SCC(=O)Nc2ccccc2F)o1
    -1	7	-4	-0.1	-8	0	4	-1	2
CCOc1cc(CNc2ccccc2)cc(Br)c1OCc1ccccc1F
    2	-7	1	6.3	1	0	4	-3	-6
CCOC(=O)c1ccc(NC(=O)Cn2nnc(-c3ccccc3)n2)cc1
    -4	2	2	2.5	4	0	33	-2	4
CCOc1ccc(CCNC(=O)CN2C(=O)c3cccnc3Oc3ccc(Cl)cc32)cc1
    8	2	-2	2.6	0	1	-11	0	-24
CC(C)C(=O)N1CCN(c2cc(N3CCN(C)CC3)c(F)cc2[N+](=O)[O-])CC1
    0	5	-3	-0.4	2	0	1	-7	8
COc1ccc(CCN2CN(S(=O)(=O)c3ccccc3)c3nc4ccccc4nc32)cc1
    -3	-7	6	2.5	-9	1	0	0	4
CCCCNC(=O)C1CCN(S(=O)(=O)N2CCCCCC2)CC1
    -4	-3	-2	-0.4	5	0	-1	-4	-13
CN(C)/C=C(/C(=O)c1ccccc1)S(=O)(=O)c1ccc(Cl)cc1
    0	2	-7	3.2	2	0	-2	-3	10
COc1ccc(NC(=O)COC(=O)c2ccc(F)cc2F)cc1
    1	2	-6	-0.2	4	1	-24	0	24
COC(=O)C1C(=O)/C(=C(/C)N2CCCC2)C(=O)CC1(C)C (centres undefined)
    -1	2	-4	0.8	13	0	0	6	-5
O=C(NCCc1ccc(Cl)cc1)Nc1cccc(Cl)c1
    3	-2	4	7.2	8	1	-20	-1	4
COc1ccc(S(=O)(=O)NC(CC(=O)NCCc2ccc(OC)c(OC)c2)c2ccco2)cc1 (centres undefined)
    -3	1	3	3.3	-11	0	4	3	2
Cc1ccnc(SCC(=O)N2CCN(c3cccc(Cl)c3)CC2)n1
    -2	7	-2	-0.5	-7	0	7	1	-2
COc1cccc(/C=N/NC(=S)Nc2cccc(C(=O)O)c2)c1
    -4	-4	-1	2.0	-6	0	3	2	7
CC(NCc1ccc(S(N)(=O)=O)cc1)C(=O)Nc1cc([N+](=O)[O-])ccc1Cl (centres undefined)
    11	5	1	-0.7	-2	0	2	5	1
C[C@H](CO)N1C[C@H](C)[C@H](CN(C)CC2CC2)Oc2ccc(NC(=O)CCN3CCOCC3)cc2C1=O
    x	6	x	x	0	0	7	x	31
O=C(COc1ccccc1F)NNC(=O)c1cccc(-n2cccc2)c1
    0	9	-4	3.8	2	0	-5	-18	-8
O=S(=O)(NCCc1ccccc1)c1cccc2cccnc12
    -1	-2	-2	-0.5	7	6	19	-3	-33
CCn1nc(CC(=O)Nc2nnc(CC(=O)N3CCOCC3)s2)c2ccccc2c1=O
    -7	1	5	0.4	2	0	3	-3	-3
Cc1cc(C)c(NC(=O)CSc2nc(=O)n(CCN3CCOCC3)c3c2CCCC3)c(C)c1
    -1	2	0	-1.7	9	1	2	0	6
Cn1ccnc1Sc1ccc(C=O)cc1[N+](=O)[O-]
    -4	6	-4	0.6	9	0	-28	1	5
CCc1nnc(SCC(=O)Nc2nnc(C)s2)n1CC1CCCO1 (centres undefined)
    1	-4	0	2.0	12	0	-21	4	10
O=C1COCCOCCOCC(=O)NCCN1
    -3	0	0	0.0	5	2	-3	-3	0
CCCn1nnnc1NC(=O)CSc1ccc(Cl)cc1
    3	11	0	2.0	2	0	-1	-1	-8
CCOC(=O)C1CCN(C(=O)c2ccc3c(c2)NC(=O)/C(=C\c2cccc(C)c2)S3)CC1
    9	7	10	5.8	12	2	-3	-4	9
Cc1ccc(S(=O)(=O)N2CCCCC2)cc1NC(=O)C1=NN(c2ccccc2)C(=O)CC1
    x	4	2	2.2	-13	0	x	x	2
O=C(C[n+]1ccc2ccccc2c1)Nc1cc(C(F)(F)F)ccc1Cl
    -5	0	2	-0.6	-4	0	10	3	-20

Continued:
Second line of a record: core dimer inh	proCasp3 act	PP1 counter	PP5 primary	proCasp7 act	GRK2 inh	JMJD2C inh	Fh CTSL1 inh	VLA-4 inh
O=C(CSc1nc2ccccc2o1)N1CCOCC1
    0	-6	-4	1.2	2	0	-8	2	-4
CC(=O)c1ccc(NCC2COc3ccccc3O2)c([N+](=O)[O-])c1 (centres undefined)
    5	6	-1	0.7	-3	0	-3	0	-2
CC(C)c1cccc(C(C)C)c1NC(=O)COC(=O)c1ccc2c(c1)S(=O)(=O)c1ccccc1C2=O
    4	7	-2	2.0	0	0	-15	-2	24
COCc1ccc(C(=O)N2CCCC(C(=O)c3cc(F)ccc3F)C2)s1 (centres undefined)
    -1	6	-1	0.1	-5	0	-14	7	-13
CCCCC1=CC2=C(c3ccco3)C(=O)C(C)(OC(=O)c3ccc(OC)cc3)C(=O)C2=CN1Cc1ccccc1 (centres undefined)
    15	-9	13	0.1	-23	0	0	8	-46
CCOC(=O)COc1cc([N+](=O)[O-])cc2cccnc12
    1	6	-3	-1.7	-3	5	-6	2	29
Cc1ccc(S(=O)(=O)Nc2cccc(C(=O)N3CCOCC3)c2)c(C)c1NS(C)(=O)=O
    -8	7	0	4.0	-8	0	-3	7	1
Cc1ccc(S(=O)(=O)NC(CC(=O)NCC2CCCO2)c2ccco2)cc1 (centres undefined)
    2	-5	-4	3.1	-8	2	-12	-2	10
O=C(Nc1nc2ccc(F)cc2s1)Oc1ccccc1
    6	3	-2	0.2	5	1	-1	3	-2
CN1CCN(c2nc3c(c(=O)n(C)c(=O)n3C)n2CC(=O)C23CC4CC(CC(C4)C2)C3)CC1
    0	6	-1	4.2	2	0	0	2	1
CCOc1ccc(S(=O)(=O)NNC(=S)Nc2ccc(Br)cc2)cc1
    -2	4	-1	1.5	-7	0	4	9	-11
Cc1nn(CCN)c(C)c1Cl
    3	8	-2	-0.4	5	0	0	2	7
COc1ccc(Cc2c(O)nc(SCC(=O)N3CCCCCC3)[nH]c2=O)cc1
    -5	5	1	-0.9	-4	1	u	7	9
Cc1ccc(C(C(=O)NC2CCCCC2)N2CCC3(CC2)OCCO3)cc1 (centres undefined)
    3	6	10	-0.7	4	0	-6	1	34
COc1ccc(N2CCN(S(=O)(=O)CCNC(=O)CCCc3ccccc3)CC2)cc1
    -3	7	-4	1.6	-7	0	18	-1	-4
COc1ccc(/C=C/C(=O)NC(=S)NNC(=O)c2cc(OC)c(OC)c(OC)c2)cc1OC
    -2	-15	-1	1.6	-9	2	-15	-1	10
CC1(C)CC(=O)C2=C(C1)Nc1cc3c(cc1C2c1ccc2c(c1)OCO2)OCO3 (centres undefined)
    -5	-5	3	4.0	-2	4	-5	-2	-11
COCCNC(=O)c1ccccc1NS(=O)(=O)c1ccc(Br)s1
    1	-2	-3	0.7	-4	0	11	4	0
CC1CCC2(CC1)NC(=O)N(CC(=O)NC(=O)NC1CCCC1)C2=O (centres undefined)
    -6	3	-1	3.1	-5	1	-3	-2	1
C[C@H](NC(=O)N1CCn2c1nc1ccccc12)C(=O)NCc1ccc2c(c1)OCO2
    -4	-2	0	0.3	-3	2	4	-3	15
O=C(OCCC1Oc2cccnc2NC1=O)c1ccc(Cl)cc1 (centres undefined)
    -3	3	-1	-3.8	4	3	-1	1	4
CN(C)CC(C)(C)CNCc1cc(=O)oc2ccc3ccccc3c12
    -1	7	0	0.9	15	1	-5	-3	-9
O=C(NC(=S)Nc1ccc(S(=O)(=O)Nc2nccs2)cc1)c1cccc(F)c1
    -3	4	2	4.3	11	0	-13	2	9
CN(C)N=Nc1ccc2nc[nH]c2c1
    7	-3	-3	-0.2	1	0	-6	6	4
Nc1cc(C(=O)O)ccc1N1CCCCCC1
    -13	2	-1	0.3	0	2	3	0	7
CC(Sc1ccccn1)C(=O)Nc1ccc2c(c1)OCCO2 (centres undefined)
    x	-4	-6	1.4	-1	0	1	x	6
Cc1c(NC(=O)CSc2nnnn2C)c(=O)n(-c2ccccc2)n1C
    13	12	-4	1.5	1	0	-13	-2	-4
CCSc1oc(-c2ccco2)nc1S(=O)(=O)c1ccc(F)cc1
    17	4	3	1.3	7	0	-9	6	4
O=C(CCCN1C(=O)C2CC=CCC2C1=O)Nc1ccccc1Cl (centres undefined)
    0	-5	-6	2.2	-10	2	-3	-8	-6
CCCN(CCC)CC(=O)Nc1cccc2c1OCO2
    0	1	-2	1.7	0	2	0	-3	19

(continued)
Second line of a record: core dimer inh	proCasp3 act	PP1 counter	PP5 primary	proCasp7 act	GRK2 inh	JMJD2C inh	Fh CTSL1 inh	VLA-4 inh
CCCCC[C@H](O)/C=C/C1=C(CCCCCCC(=O)O)C(=O)CC1
    13	-3	-2	-1.5	-6	5	2	2	12
Cc1cc(C(F)(F)F)n2nc(-c3cnn(C)c3C(F)(F)F)cc2n1
    -3	6	-2	-1.5	2	4	-17	0	4
CCn1c(CO)nc2c1c(=O)[nH]c(=O)n2Cc1ccccc1
    -1	5	-2	-0.1	4	4	-4	4	3
CCCCC(O)(CCN1CCOCC1)c1ccc(Cl)cc1 (centres undefined)
    0	0	-2	-0.6	-1	0	-5	-2	5
O=C(CCS(=O)(=O)c1ccc(Br)s1)NCc1ccccc1
    -1	10	-1	0.6	6	9	-1	0	-4
COc1ccc2ccc(C(C)(C(C)=O)C(=O)OC(C)C)cc2c1 (centres undefined)
    x	-5	-3	-0.2	2	0	7	x	25
Cc1cccc(NC(=O)c2ccc(S(=O)(=O)N3CCOCC3)cc2)c1C
    5	9	0	-2.7	-1	5	49	2	3

Screening results from PubChem BioAssay.
